TbPYK inhibitor: inhibitors of Trypanosoma brucei pyruvate kinase | TbPYK enzyme, Kinase-Glo Plus ATP luminescence, 45 min | Potency, µM (doses to about 76.8 µM), without a hit: at the top dose activity, negative = inhibition, hits mostly inhibitors | actives 0.12% (n = 410,000) | AID 624173; also: potency is read from the fitted curve at half-maximal effect; nearly all actives have a fitted effect of over 50% in size
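Screened from lowest to highest concentration, compounds were pinned into TbPYK/substrate mixtures, and ADP (130 uM final) was added. Plates sat at room temperature for 45 min prior to Kinase-Glo Plus detection by luminescence.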
AMA1 RON2 block: disrupts binding of P. falciparum AMA1 to RON2; Potency, µM (titrated, usually from 58.2 µM), for inactives: at the top dose activity change, negative = inhibition, most hits filed as inhibitors; AID 720542; AlphaScreen AMA1-biotinylated RON2 peptide binding; actives 0.2% (n = 360,000);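 also: potency is read from the fitted curve at half-maximal effect; 0% = vehicle wells and -100% = peptide control; nearly all actives have a fitted effect of over 45% in size; some results filed as inactive show a strong effect at the top dose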
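AMA1 (3D7) with his tag at 25 nM final met compounds first, then biotinylated RON2 peptide at 25 nM; detection used donor plus acceptor beads, 10 µg/mL apiece, read by AlphaScreen after 30 min at room temperature.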
LmPK inh: LmPK (Leishmania mexicana) enzyme inhibition | Q27686 | purified LmPK, Kinase-Glo ATP luminescence, 1 h | Potency, µM (doses to about 57.5 µM), inactives show at the highest dose activity change, negative = inhibition, hits mostly inhibitors | actives 0.37% (n = 290,000); also: potency is read from the fitted curve at half-maximal effect
Target sequence (Q27686 whole entry, looked up): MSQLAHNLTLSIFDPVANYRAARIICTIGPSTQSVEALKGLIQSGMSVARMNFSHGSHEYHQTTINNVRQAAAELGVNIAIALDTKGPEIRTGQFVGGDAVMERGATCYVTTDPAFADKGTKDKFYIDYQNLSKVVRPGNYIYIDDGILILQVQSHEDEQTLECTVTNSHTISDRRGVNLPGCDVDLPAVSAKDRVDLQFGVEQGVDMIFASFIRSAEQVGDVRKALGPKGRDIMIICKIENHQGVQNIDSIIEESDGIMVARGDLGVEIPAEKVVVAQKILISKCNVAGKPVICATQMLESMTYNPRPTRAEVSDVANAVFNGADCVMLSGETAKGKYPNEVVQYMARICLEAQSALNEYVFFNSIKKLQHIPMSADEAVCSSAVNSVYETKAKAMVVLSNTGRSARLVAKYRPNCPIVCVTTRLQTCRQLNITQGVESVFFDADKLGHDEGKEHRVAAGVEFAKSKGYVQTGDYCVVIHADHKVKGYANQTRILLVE
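ATP generated from ADP (0.1 mM) and PEP (0.5 mM) by 0.1 nM LmPK over 1 h at room temperature (pH 7.2 imidazole buffer) was detected by coupled luciferase luminescence. Values were normalized to uninhibited and no-enzyme wells.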
AmpC no deterg: blocks E. coli AmpC beta-lactamase in detergent-free assay; AmpC nitrocefin hydrolysis, absorbance 480 nm, 0.0001% Triton; Potency, µM (doses to about 57.1 µM), inactives show top-dose activity change, negative = inhibition, most hits filed as inhibitors; actives 0.52% (n = 330,000); AID 485341;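 also: potency is read from the fitted curve at half-maximal effect; plate controls were no compound for no effect and no enzyme for full effect; nearly all actives have a fitted effect of over 20% in size; some results filed as inactive show a strong effect at the top dose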
Target sequence (P00811 whole entry, looked up): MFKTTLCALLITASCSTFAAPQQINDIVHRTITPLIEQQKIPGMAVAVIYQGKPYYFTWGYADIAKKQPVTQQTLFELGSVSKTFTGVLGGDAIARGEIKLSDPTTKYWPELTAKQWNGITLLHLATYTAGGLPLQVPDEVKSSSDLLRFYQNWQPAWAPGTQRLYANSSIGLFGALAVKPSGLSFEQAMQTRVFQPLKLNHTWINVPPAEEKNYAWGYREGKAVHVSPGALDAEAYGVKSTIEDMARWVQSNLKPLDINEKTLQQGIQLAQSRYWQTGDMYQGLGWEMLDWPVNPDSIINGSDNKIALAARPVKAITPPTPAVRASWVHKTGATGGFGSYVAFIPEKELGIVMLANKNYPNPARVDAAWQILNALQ
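AmpC (5.3 nM in the dispensed reagent) in 20 mM phosphate pH 7.0 with 0.01% (detergent screen) or 0.0001% Triton X-100 was preincubated with compounds for 15 min at room temperature. Nitrocefin was then added from an 800 uM solution, and hydrolysis was followed at 480 nm.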
Sm TGR inh: inhibitors of Schistosoma mansoni thioredoxin glutathione reductase; Q962Y6; purified TGR, DTNB reduction, TNB absorbance 405 nm; Potency, µM (doses to about 114 µM), for the others: top-dose activity change, negative = inhibition, most hits filed as inhibitors; actives 3% (n = 360,000); AID 485364; also: potency is read from the fitted curve at half-maximal effect; nearly all actives have a fitted effect of over 60% in size
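TGR 20 nM + NADPH 100 uM (dispensed conc.), cpd preinc 15 min RT; start with NADPH (500 uM addition) then DTNB (15 mM addition). Kinetic TNB absorbance, 405 nm filter. Four-parameter Hill fit across titration.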
HCMV antiviral: blocks human cytomegalovirus replication | HFF cells, HCMV-luciferase reporter, 72 h; stronger effect = lower value | activity change, negative = inhibition, % at 57.5 µM | actives 4.5% (n = 410,000); in the data active = activity change below about -60%; inconclusive = no clear call, values can overlap the other calls; inactive = above about -39%
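Human foreskin fibroblasts infected with luciferase-reporter HCMV at MOI 1 PFU/cell, compounds at two doses. Luciferase measured 72 h post infection; normalized to buffer-only basal and Salinomycin (10uM) controls.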
AmpC detergent: blocks E. coli AmpC beta-lactamase in detergent assay; P00811; AmpC hydrolysis of nitrocefin, absorbance 480 nm, 0.01% Triton; Potency, µM (titrated, usually from 114 µM), for inactives: at the top dose activity change, negative = inhibition, usual class: inhibitors; actives 0.041% (n = 370,000); AID 485294;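 also: potency is read from the fitted curve at half-maximal effect; 0% = no-compound wells and -100% = no-enzyme wells; nearly all actives have a fitted effect of over 25% in size; some results filed as inactive show a strong effect at the top dose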
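20 mM phosphate pH 7.0 + 0.01% (detergent screen) or 0.0001% Triton X-100; 5.3 nM AmpC reagent; cpd preinc 15 min RT; nitrocefin (800 uM stock) to start; A480 q20 s × 4 min; Activity was normalised to no-enzyme and no-compound control wells.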
Active calls of the source: *; ? = inconclusive; nt = not tested or not shown; [ ] = another dose, or the depositor's remark. Unless noted, calls follow the shape of the dose curve; as a rule, active = well fitted curve in the direction sought with a large enough effect; inconclusive = small, poorly fitted or top-dose-only effect, or another doubt; inactive = no such curve, though single readings can be large; an effect the other way counts as inactive or inconclusive. Unless noted, % is scaled to controls: 0 for no effect and ±100 for the full control effect.

SMILES | TbPYK inhibitor | AMA1 RON2 block | LmPK inh | AmpC no deterg | Sm TGR inh | HCMV antiviral | AmpC detergent
CCOC(=O)c1c(COc2ccccc2)oc2ccc(O)cc12 | -3% | -7% | 22% | -46% | 1%[11.4 µM] | nt | -10%
CCCCC(CCC(=O)Nc1cccc([N+](=O)[O-])c1)C(=O)O (stereo not given) | 0% | -1% | 3% | -24% | 1% | 0 | 6%
CCc1cccc(OCC(=O)N(C)CC(=O)Nc2cccc(F)c2)c1 | -4% | 15% | nt | 10% | -10% | -22 | ?
COc1ccc(Cc2nc(C(=O)Nc3ccc(F)cc3)cs2)cc1 | 1% | 3% | 1% | -9% | -8% | -25 | 3%
CCOC(=O)c1cc2c(ccn2C)n1Cc1ccc(Cl)cc1 | -15% | ? | 0% | -27% | nt | 46 | 0%
O=C1ON=C(c2ccc([N+](=O)[O-])cc2)/C1=C/c1ccccc1O | ? | -7% | -15% | -36% | ? | -5 | -6%
Cc1nonc1OCCNCCNc1ccc([N+](=O)[O-])cc1Cl | -9% | -10% | 2% | -9% | -7%[57.1 µM] | -32 | 0%
COc1ccc(-c2cc(C)no2)cc1S(=O)(=O)Nc1cccc(C)c1 | 2% | -8% | -1% | -31% | 1% | 16 | 7%
COc1ccc(NC(=O)CSc2nc(-c3ccc(OC)cc3)[nH]c2-c2ccc(F)cc2)cc1 | -5% | nt | nt | nt | 4% | -14 | 1%
CCOC(=O)C1(C(=O)OCC)C(C)CC(=O)N1c1ccccc1OC (stereo not given) | -10% | -1% | nt | nt | nt | 4 | nt

Reformatted with values under each structure: 2 of the compounds above.
Results follow in this order: TbPYK inhibitor | AMA1 RON2 block | LmPK inh | AmpC no deterg | Sm TGR inh | HCMV antiviral | AmpC detergent
CCOC(=O)c1cc2c(ccn2C)n1Cc1ccc(Cl)cc1
  -15% | ? | 0% | -27% | nt | 46 | 0%
CCCCC(CCC(=O)Nc1cccc([N+](=O)[O-])c1)C(=O)O (stereo not given)
  0% | -1% | 3% | -24% | 1% | 0 | 6%

Later entries
SMILES | TbPYK inhibitor | AMA1 RON2 block | LmPK inh | AmpC no deterg | Sm TGR inh | HCMV antiviral | AmpC detergent
CC(C)(C)OC(=O)C[C@@H]1C/C=C\C[C@H](CC(=O)N(CCO)Cc2ccccc2)C(=O)NC[C@@H](c2ccccc2)OC1=O | 2% | 3% | nt | 179%[activator] | nt | -19 | nt
CCc1cccc(CC)c1N1C(=O)c2cc(N3CCOCC3)c([N+](=O)[O-])cc2C1=O | -6% | -11% | 0% | -5% | 3% | -17 | -14%
COc1ccc(CNC(=O)C(=O)Nc2ccccc2OC)cc1 | 2% | nt | nt | nt | -3% | 4 | 3%
Cc1ccc(C(=O)CC2(O)C(=O)N(Cc3ccccc3)c3ccc(Br)cc32)cc1 (stereo not given) | 8% | nt | nt | nt | 12% | 35 | 2%
COc1ccc(C2C3CCCCC3(O)CCN2C(=O)c2cccs2)cc1 (stereo not given) | 3% | 12% | 1% | -10% | 6% | 3 | -8%
COc1ccccc1CNS(=O)(=O)CCNC1CCCCC1 | 2% | 3% | nt | nt | nt | 24 | nt
O=C(O)c1ccc(N2CCN(c3ccc(Cl)cc3)CC2)c([N+](=O)[O-])c1 | -14% | -11% | -1% | -29% | 1% | -15 | -18%
Cc1ccc2[nH]c3c(c2c1)CNCC3 | -12% | 2% | -2% | -2% | -3% | ? | 3%
Cc1cc(OCC(=O)Nc2ccncc2)cc(C)c1Br | -1% | -11% | 7% | -4% | 10% | -37 | -11%
CCCOC(=O)c1ccc(NC(=O)c2cc(OC)c(OC)c(OC)c2Br)cc1 | 2% | 1% | 1% | 20% | 1% | 25 | ?
COc1ccc(NC(=O)CN2C(=O)c3cccc4cccc2c34)c(OC)c1 | 0% | 4% | 2% | -30% | -2% | -12 | ?
COc1cc(C(=O)N2CCN(C(=O)c3ccco3)CC2)cc(OC)c1OC | 0% | -9% | 4% | 2% | 4% | -21 | 10%
Nc1ncnc(Nc2cc(C(F)(F)F)cc(C(F)(F)F)c2)n1 | -2% | 11% | 0% | -19% | 4% | -21 | 7%
Cc1ccc(OCC(=O)N2CCCCCCC2)cc1 | 5% | -6% | 1% | -4% | 1% | 24 | -6%
COc1cc2ncnc(NCCCN3CCOCC3)c2cc1OC | -4% | 1% | 2% | -9% | 10% | 20 | -9%
CC1CCCN(C(=O)COC(=O)C2=COCCO2)C1 (stereo not given) | 20% | -4% | nt | -14% | nt | -18 | nt
Cn1c(C(=O)N2CCC(C(=O)NCc3ccccc3)CC2)cc2sccc21 | -2% | -12% | -13% | 83%[activator] | 1% | nt | -10%
O=C(Nc1nonc1-c1ccc(Cl)cc1)c1ccccc1F | 3% | nt | nt | nt | -6% | -68* | -3%
CC(C)(C)c1ccc(CC(=O)N2CCC2(C)C(=O)NS(=O)(=O)c2cccs2)cc1 (stereo not given) | -2% | -5% | nt | nt | nt | -14 | nt
CC(=O)N1CCc2cc(CNC(=O)Cc3ccc(F)cc3)ccc21 | 0% | nt | nt | nt | -15% | 86 | 1%

In a second layout: four of the compounds above
SMILES,TbPYK inhibitor,AMA1 RON2 block,LmPK inh,AmpC no deterg,Sm TGR inh,HCMV antiviral,AmpC detergent
COc1cc(C(=O)N2CCN(C(=O)c3ccco3)CC2)cc(OC)c1OC,0%,-9%,4%,2%,4%,-21,10%
COc1cc2ncnc(NCCCN3CCOCC3)c2cc1OC,-4%,1%,2%,-9%,10%,20,-9%
CC(=O)N1CCc2cc(CNC(=O)Cc3ccc(F)cc3)ccc21,0%,nt,nt,nt,-15%,86,1%
Cc1ccc(OCC(=O)N2CCCCCCC2)cc1,5%,-6%,1%,-4%,1%,24,-6%

Later entries
SMILES | TbPYK inhibitor | AMA1 RON2 block | LmPK inh | AmpC no deterg | Sm TGR inh | HCMV antiviral | AmpC detergent
Cc1ccccc1CNC(=O)c1ccc(CS(=O)Cc2ccc(Cl)cc2)o1 (stereo not given) | 0% | nt | nt | nt | -4% | 13 | 24%
COc1ccc([N+](=O)[O-])cc1NC(=O)C(C)c1ccccc1 (stereo not given) | 4% | -16% | 3% | -19% | 3% | 8 | -3%
Cc1ccccc1/C=C/C12NC(=O)CN1c1ccccc1C2(C)C (stereo not given) | -5% | 3% | 2% | -33% | 8% | -11 | -2%
CCC(C)n1c(SCC(=O)N(CC)c2c(N)n(Cc3ccccc3)c(=O)[nH]c2=O)nc2ccccc2c1=O (stereo not given) | -6% | 11% | nt | nt | nt | 54 | nt
O=C(NCc1cc(Cl)cc(Cl)c1)c1ccc2nc([C@H]3C[C@H](O)[C@@H](CO)O3)[nH]c2c1 | 1% | -2% | nt | nt | nt | 12 | nt
CCCCOC(=O)c1ccc(NS(=O)(=O)c2cc(-c3nnnn3CC)ccc2OC)cc1 | -1% | 1% | -2% | 23% | 0% | 62 | -6%
COc1ccc(NS(=O)(=O)c2cccc(C(=O)NCc3cccnc3)c2)cc1 | -4% | 83%[activator] | nt | -16% | -17% | -34 | ?
CN(C)c1ccc(/C=N/N=C2/SC(CC(=O)O)C(=O)N2c2ccc(O)cc2)cc1 (stereo not given) | 0% | -1% | 3% | -5% | nt | -36 | 3%
CCOc1nc(C)ccc1-c1noc(-c2cccnc2)n1 | 1% | -3% | -1% | -15% | 2% | 83 | -14%
CC(=O)Nc1cccc(/C(C)=N/NC(=O)c2ccc3c(c2)OCO3)c1 | 3% | 6% | -2% | -15%[2.29 µM] | -2% | 4 | -8%
O=[N+]([O-])c1cccnc1Nc1ccc(Cl)cc1 | 5% | ? | nt | nt | nt | -6 | nt
O=C(Nc1ccc(S(=O)(=O)N2CCCCC2)cc1)c1cnccn1 | -2% | -2% | 0% | 0% | 0% | -28 | -19%
Cc1cc(-c2nn(-c3ccccc3F)cc2CN2CCCC(CO)C2)c(C)s1 (stereo not given) | 5% | -4% | 1% | -13% | -5% | -86* | 0%
O=C(CN1C(=O)CSC1=O)N1CCc2ccccc2C1 | -4% | 2% | 3% | -11% | -6% | -30 | 3%
COc1ccc(NC(=S)NCCCN2CCCC2=O)c(OC)c1 | -10% | -26% | 1% | -9% | nt | -24 | 6%
CCOC(=O)Cn1cc(/C=N/NC(=O)c2cc3ccccc3o2)c2ccccc21 | -2% | 1% | 1% | 5% | 11% | 6 | 1%
COc1cccc(NC(=O)CSc2nc3scc(C)c3c(=O)[nH]2)c1 | 2% | -25% | -2% | -30% | -12% | 1 | -1%
O=C(/C=C/c1ccc[nH]1)c1ccc(F)cc1 | 3% | -13% | -24% | -27% | nt | ? | 5%
CCOC(=O)c1cccc(NC(=O)c2ccc(F)cc2F)c1 | -1% | 5% | nt | nt | nt | 17 | nt
CC(C)(C)NC(=O)C1CC2CCCCC2CN1 (stereo not given) | -3% | -13% | -3% | -3% | 3% | -17 | ?
Cc1cccc(CNc2ncnc3ccc(-c4ccc5c(ccn5C)c4)cc23)c1 | nt | nt | nt | -34% | -1% | nt | -14%
CCCCNc1cnn(-c2ccccc2)c(=O)c1Cl | -6% | 4% | 1% | -13% | 7% | -21 | -8%
COCCNC(=S)N(CCCO)Cc1cc2cc3c(cc2[nH]c1=O)OCO3 | 6% | 0% | nt | nt | nt | 2 | nt
CCOC(=O)C1Nc2c(cc(C(F)(F)F)cc2[N+](=O)[O-])C2c3ccccc3CC12 (stereo not given) | -7% | -26% | nt | nt | nt | -35 | nt
CCCCC[C@@H](C)N1C[C@H](COCc2ccccc2)Oc2cc(N3CC[C@@H](N(C)C)C3)ccc2S1(=O)=O | -1% | -29% | nt | nt | nt | -102* | nt
Cc1ccc(Cc2nnc(SCC(=O)Nc3ccccc3Cl)[nH]c2=O)cc1 | 1% | 6% | nt | -48% | 0% | 14 | ?
COc1ccc(CCNC(=O)c2ccccc2Cl)cc1OC | 0% | 14% | -9% | -11% | 12% | -5 | -2%
Oc1cccc(/C=N/c2c(-c3ccco3)nc3ccccn23)c1 | -26% | -29% | ? | 40% | 35µM* | 14 | 9%
COC(=O)c1coc(-c2ccc(OC)cc2)c1C(=O)OC | 5% | 2% | 3% | 5% | -27% | -4 | -11%
CC(=O)c1cccc(NC(=O)c2noc3c2CCc2ccccc2-3)c1 | 1% | 1% | 0% | -25% | -2% | 13 | -9%
CN1CCC(N(C)C(=S)NC(=O)C23CC4CC(CC(C4)C2)C3)CC1 | -1% | 7% | -2% | -15% | -16% | -24 | 0%
CC1(C)C2CCC13CS(=O)(=O)N[C@@H]3C2 (stereo not given in full) | -1% | 21% | -3% | -12% | -18% | -39 | ?

Compound activity as filed in PubChem BioAssay.
